HCMV antiviral: blocks human cytomegalovirus replication | 410,000 compounds, 4.5% hits | HFF cells, HCMV-luciferase reporter, 72 h; hits give low values | activity change, negative = inhibition, % at 57.5 µM; in the data active = activity change below about -60%; inconclusive = no clear call, values can overlap the other calls; inactive = above about -39%
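HFF cells seeded 16 h at 37C, treated with compounds, infected with luciferase-reporter HCMV at MOI 1 PFU/cell; luciferase read at 72 h post infection, normalized to buffer-only and Salinomycin controls.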
AmpC detergent: blocks E. coli AmpC beta-lactamase in detergent assay; AmpC hydrolysis of nitrocefin, absorbance 480 nm, 0.01% Triton; P00811; Potency, µM (series often up to 114 µM), for inactives: top-dose activity change, negative = inhibition, hits mostly inhibitors; 370,000 compounds, 0.041% hits;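 note: potency is the fitted concentration of half-maximal effect; 0% = no-compound wells and -100% = no-enzyme wells; nearly all actives have a fitted effect of over 25% in size; some results filed as inactive show a strong effect at the top dose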
Target sequence (P00811 whole entry, looked up): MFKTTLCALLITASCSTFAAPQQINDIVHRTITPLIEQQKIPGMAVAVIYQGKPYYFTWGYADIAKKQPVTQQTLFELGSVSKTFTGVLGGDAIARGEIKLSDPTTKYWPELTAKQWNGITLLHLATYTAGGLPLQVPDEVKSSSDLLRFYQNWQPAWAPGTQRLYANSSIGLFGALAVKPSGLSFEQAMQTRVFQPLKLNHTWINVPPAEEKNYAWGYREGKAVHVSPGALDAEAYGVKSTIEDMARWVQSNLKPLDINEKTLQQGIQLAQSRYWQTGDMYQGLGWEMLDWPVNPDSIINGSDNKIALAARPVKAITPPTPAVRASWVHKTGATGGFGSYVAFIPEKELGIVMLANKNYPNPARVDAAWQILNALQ
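AmpC (5.3 nM in the dispensed reagent) in 20 mM phosphate pH 7.0 with 0.01% (detergent screen) or 0.0001% Triton X-100 was preincubated with compounds for 15 min at room temperature. Nitrocefin was then added from an 800 uM solution, and hydrolysis was followed at 480 nm.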
Sm TGR inh: blocks Schistosoma mansoni thioredoxin glutathione reductase. purified TGR, DTNB reduction, TNB absorbance 405 nm. Potency, µM (titrated, usually from 114 µM), inactives show top-dose activity change, negative = inhibition, actives largely listed as inhibitors. 360,000 compounds, 3% hits. AID 485364; note: potency is the fitted concentration of half-maximal effect; nearly all actives have a fitted effect of over 60% in size
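Kinetic colorimetric format: TGR-catalysed, NADPH-driven DTNB reduction monitored via TNB absorbance. Enzyme dispensed at 20 nM; compound exposure 15 min at room temperature before reaction start.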
AmpC no deterg: blocks E. coli AmpC beta-lactamase in detergent-free assay. P00811. AmpC nitrocefin hydrolysis, absorbance 480 nm, 0.0001% Triton. Potency, µM (series often up to 57.1 µM), without a hit: at the top dose activity change, negative = inhibition, actives largely listed as inhibitors. 330,000 compounds, 0.52% hits. AID 485341;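 note: potency is the fitted concentration of half-maximal effect; plate controls were no compound for no effect and no enzyme for full effect; nearly all actives have a fitted effect of over 20% in size; some results filed as inactive show a strong effect at the top dose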
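AmpC (5.3 nM in the dispensed reagent) in 20 mM phosphate pH 7.0 with 0.01% (detergent screen) or 0.0001% Triton X-100 was preincubated with compounds for 15 min at room temperature. Nitrocefin was then added from an 800 uM solution, and hydrolysis was followed at 480 nm.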
Tb PYK inh: blocks Trypanosoma brucei pyruvate kinase | Potency, µM (top dose mostly 76.8 µM), for the others: top-dose activity, negative = inhibition, hits mostly inhibitors | 410,000 compounds, 0.12% hits | AID 624173 | Q57TT1 | TbPYK enzyme, Kinase-Glo Plus ATP luminescence, 45 min; note: potency is the fitted concentration of half-maximal effect; nearly all actives have a fitted effect of over 50% in size
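Luminescence from Kinase-Glo Plus, added after a 45-minute room-temperature reaction, served as the end-point read-out. The enzyme and substrate were preincubated with compound before ADP (130 uM final) initiated turnover. Concentration-effect curves came from normalized qHTS data.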
LmPK inh: LmPK (Leishmania mexicana) enzyme inhibition; 290,000 compounds, 0.37% hits; AID 1721; Potency, µM (top dose mostly 57.5 µM), for inactives: at the top dose activity change, negative = inhibition, hits mostly inhibitors; Q27686; purified LmPK, Kinase-Glo ATP luminescence, 1 h; note: potency is the fitted concentration of half-maximal effect
Target sequence (Q27686 whole entry, looked up): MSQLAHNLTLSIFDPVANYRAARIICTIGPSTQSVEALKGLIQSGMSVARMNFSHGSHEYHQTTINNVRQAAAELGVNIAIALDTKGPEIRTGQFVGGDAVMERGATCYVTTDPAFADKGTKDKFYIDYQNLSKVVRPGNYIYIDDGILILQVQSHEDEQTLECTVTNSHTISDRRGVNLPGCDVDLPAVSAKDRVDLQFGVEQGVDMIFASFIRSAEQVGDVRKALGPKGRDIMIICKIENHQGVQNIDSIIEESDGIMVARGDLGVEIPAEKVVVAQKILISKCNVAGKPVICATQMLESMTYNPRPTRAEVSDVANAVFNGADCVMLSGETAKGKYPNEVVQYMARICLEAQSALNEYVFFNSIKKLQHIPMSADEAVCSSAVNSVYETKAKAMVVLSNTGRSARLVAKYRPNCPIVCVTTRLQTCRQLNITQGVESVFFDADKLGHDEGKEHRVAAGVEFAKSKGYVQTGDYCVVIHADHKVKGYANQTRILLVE
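Purified LmPK (0.1 nM) converted ADP (0.1 mM) to ATP with PEP (0.5 mM) in imidazole buffer pH 7.2 with KCl and MgCl2, 1 h at room temperature. ATP was read by Kinase-Glo luminescence; data normalized to uninhibited and no-enzyme controls.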
AMA1 RON2 block: AMA1-RON2 (P. falciparum) interaction inhibition | AlphaScreen AMA1-biotinylated RON2 peptide binding | Potency, µM (highest dose often 58.2 µM), without a hit: at the top dose activity change, negative = inhibition, hits mostly inhibitors | 360,000 compounds, 0.2% hits | AID 720542;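 note: potency is the fitted concentration of half-maximal effect; 0% = vehicle wells and -100% = peptide control; nearly all actives have a fitted effect of over 45% in size; some results filed as inactive show a strong effect at the top dose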
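AMA1 (3D7) with his tag at 25 nM final met compounds first, then biotinylated RON2 peptide at 25 nM; detection used donor plus acceptor beads, 10 µg/mL apiece, read by AlphaScreen after 30 min at room temperature.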
Active calls of the source: *; ? = inconclusive; / = no result given; [ ] = dose if it differs, or a comment. Unless noted, calls come from the whole dose curve; as a rule, active = well fitted curve in the direction sought with a large enough effect; inconclusive = small, poorly fitted or top-dose-only effect, or another doubt; inactive = no such curve, though single readings can be large; an effect the other way counts as inactive or inconclusive. Unless noted, % is set by controls: 0 for no effect and ±100 for the full control effect. Random draw from the library; any-hit rate near 7.4%.

Letter code – A = HCMV antiviral; B = AmpC detergent; C = Sm TGR inh; D = AmpC no deterg; E = Tb PYK inh; F = LmPK inh; G = AMA1 RON2 block
CCCCN(C(=O)c1cccc(S(=O)(=O)N2CC(C)OC(C)C2)c1)c1c(N)n(CC(C)C)c(=O)[nH]c1=O (stereo not given)
  A: -26; B: 0%; C: -12%; D: 6%; E: 0%; F: -5%; G: 9%

Cc1c(C(=O)N2CCOCC2)c(S(=O)(=O)N2CCN(c3ccc(Cl)cc3)CC2)c(C)n1C
  A: 1; B: 4%; C: 3%; D: 158%[activator]; E: 4%; F: 15%; G: -4%

CC(=O)c1ccc(NC(=S)N2CCN(CCO)CC2)cc1
  A: 19; B: -13%; C: 0%; D: -4%; E: 1%; F: -5%; G: 0%

COc1ccc(NC(=O)Cn2c(=O)sc3ccccc32)c(OC)c1
  A: 9; B: -16%; C: 2%; D: -22%; E: -1%; F: 6%; G: 15%

COc1ccccc1NS(=O)(=O)c1cc(NC(=O)c2cccs2)ccc1N1CCCC1
  A: ?; B: ?; C: -25%; D: -14%; E: ?; F: 8%; G: 5%[2.32 µM]

COC(=O)c1c(C)[nH]c(C(=O)COC(=O)CCc2ccc(OC)c(OC)c2)c1C
  A: -18; B: /; C: /; D: /; E: -8%; F: /; G: 2%

O=C(NN=Cc1ccccc1O)C1CC1
  A: -13; B: /; C: /; D: /; E: -4%; F: /; G: 61%[activator]

COc1ccc(C(CNC(=O)CNC(=O)c2cccc(F)c2)N2CCOCC2)cc1 (stereo not given)
  A: 0; B: /; C: /; D: /; E: 3%; F: /; G: 14%

CN(C)c1ccc(C=Nc2ccc(N(C)C)cc2)cc1
  A: -72*; B: ?; C: -22%; D: -17%; E: -22%; F: -18%; G: ?

O=C(N/N=C/c1ccc([N+](=O)[O-])cc1)c1cccnc1
  A: -19; B: -9%; C: 9%; D: -4%; E: -15%; F: -2%; G: 11%

A draw from above in order of count of non-hydrogen atoms, smallest number first.
Letter code – A = HCMV antiviral; B = AmpC detergent; C = Sm TGR inh; D = AmpC no deterg; E = Tb PYK inh; F = LmPK inh; G = AMA1 RON2 block
O=C(NN=Cc1ccccc1O)C1CC1
  A: -13; B: /; C: /; D: /; E: -4%; F: /; G: 61%[activator]

O=C(N/N=C/c1ccc([N+](=O)[O-])cc1)c1cccnc1
  A: -19; B: -9%; C: 9%; D: -4%; E: -15%; F: -2%; G: 11%

CC(=O)c1ccc(NC(=S)N2CCN(CCO)CC2)cc1
  A: 19; B: -13%; C: 0%; D: -4%; E: 1%; F: -5%; G: 0%

COc1ccc(NC(=O)Cn2c(=O)sc3ccccc32)c(OC)c1
  A: 9; B: -16%; C: 2%; D: -22%; E: -1%; F: 6%; G: 15%

COC(=O)c1c(C)[nH]c(C(=O)COC(=O)CCc2ccc(OC)c(OC)c2)c1C
  A: -18; B: /; C: /; D: /; E: -8%; F: /; G: 2%

The list goes on:
Letter code – A = HCMV antiviral; B = AmpC detergent; C = Sm TGR inh; D = AmpC no deterg; E = Tb PYK inh; F = LmPK inh; G = AMA1 RON2 block
COc1ccc(CCC(=O)N2CCC3(CC2)OCCO3)cc1
  A: 0; B: ?; C: -2%; D: -12%; E: -5%; F: -13%; G: 2%

CCSc1nnc(NC(=O)C2CCCCC2)s1
  A: 57; B: -12%; C: 8%; D: -16%; E: 2%; F: 0%; G: -8%

Cc1cc(O)cc(=O)n1Cc1ccccc1
  A: 20; B: /; C: /; D: /; E: -2%; F: /; G: -10%

O=C1NC2(CCCCCC2)C(=O)N1Cc1ccc(Cl)cc1Cl
  A: -20; B: -1%; C: 7%; D: -32%; E: 2%; F: -1%; G: 4%

COC(=O)C(=Cc1ccccc1[N+](=O)[O-])C(=O)OC
  A: -96*; B: ?; C: 7.1µM*; D: -4%; E: 2%; F: -3%; G: 5%

COc1ccc(CNC(=O)C2CCN(C(=O)[C@@H](CC(C)C)NC(=O)OC(C)(C)C)CC2)cc1
  A: -8; B: -1%; C: 2%; D: 140%[activator]; E: /; F: 5%; G: /

COCCNC(=O)c1sc2ncccc2c1-n1c(C)ccc1C
  A: -4; B: 2%; C: 3%; D: /; E: -3%; F: /; G: /

Cc1cc(NC(=O)c2ccc3sc([C@@H]4O[C@H](CO)[C@H](O)[C@H](O)[C@H]4O)nc3c2)no1
  A: -8; B: /; C: /; D: /; E: 8%; F: /; G: 3%

CCCCn1c(=O)c(CC(C)=O)nc2ccccc21
  A: -6; B: ?; C: -18%; D: -21%; E: -7%; F: -8%; G: -22%

COc1ccc(C2=NOC(C3(S(=O)(=O)c4ccccc4)CC(O)C3)C2)cc1 (stereo not given)
  A: 23; B: /; C: /; D: /; E: -4%; F: /; G: 11%

COC(=O)C1=C(c2cccc(OC)c2OC)C[C@@H]2CC[C@H]1N2C(=O)N1CCC(O)CC1
  A: -28; B: /; C: /; D: /; E: 0%; F: /; G: 8%

C#CCNc1ccc(C(=O)OCC)cc1
  A: 33; B: 0%; C: -16%; D: 5%; E: 5%; F: -2%; G: -12%

COc1ccc(S(=O)(=O)N/N=C(/C)c2ccc(C)o2)cc1
  A: -4; B: /; C: /; D: /; E: -5%; F: /; G: -19%

Cc1ccccc1Nc1nc(N)nc(CN(C)Cc2ccccc2Cl)n1
  A: 40; B: -8%; C: -8%; D: 1%; E: 0%; F: -2%; G: 56%[activator]

CC1C/C(=C/c2cccs2)C(=O)/C(=C/c2cccs2)C1 (stereo not given)
  A: -1; B: -11%; C: -15%; D: -20%; E: -4%; F: 2%; G: ?

CCCc1[nH]nc2c1C1(C(=O)N(CC(N)=O)c3ccccc31)C(C(=O)OC)=C(N)O2 (stereo not given)
  A: 17; B: -15%; C: 7%; D: -13%; E: -8%; F: -4%; G: 5%

O=C(CSc1n[nH]c(-c2ccncc2)n1)c1cccc([N+](=O)[O-])c1
  A: -28; B: 1%; C: -9%; D: -35%; E: -7%; F: -3%; G: 23%

O=C(NCCc1ccc(Cl)cc1)C1CCCN1C(=O)NCc1ccccc1 (stereo not given)
  A: -31; B: -4%; C: 2%; D: 34%; E: 0%; F: -4%; G: -3%

CCOC(=O)c1sc(=S)n(C)c1NC(=O)c1ccc(OC)cc1
  A: -12; B: -8%; C: -7%; D: -25%; E: -35%; F: 3%; G: -19%

Cc1cnc(NC(=O)CSc2ccc(Cl)cc2)s1
  A: 5; B: -3%; C: -1%; D: -34%; E: -2%; F: -6%; G: -4%

COc1ccc(C(CNC(=O)C2CC(=O)N(Cc3ccccc3)C2)N2CCOCC2)cc1 (stereo not given)
  A: 10; B: ?; C: -10%; D: 7%; E: 7%; F: /; G: 0%

Cc1nn(CC(=O)N2CCCCCC2)c(=O)c2cc3occc3n12
  A: -62*; B: -2%; C: -11%; D: -18%; E: 3%; F: -17%; G: -5%

O=C(NCCNCc1ccccn1)c1ccco1
  A: 10; B: 1%; C: /; D: -6%; E: -2%; F: 1%; G: 93%[activator]

Cc1c(C(=O)N(C)Cc2ccc(OC(F)F)cc2)oc2ccccc12
  A: -14; B: 2%; C: 1%; D: -5%; E: 0%; F: -6%; G: 25%

CC(C)(C)NC(=O)CSc1nncn1-c1ccccc1
  A: -25; B: -14%; C: 23%; D: -12%; E: -5%; F: -4%; G: 2%

O=C(Nc1cccc(S(=O)(=O)Nc2ccc(Cl)cc2)c1)c1ccc[n+]([O-])c1
  A: -8; B: -13%; C: 4%; D: 0%; E: 3%; F: -2%; G: 12%

CC(C)CCOC(=O)c1c(N)n(CC2CCCO2)c2nc3ccccc3nc12 (stereo not given)
  A: ?; B: -14%; C: 0%; D: 60%; E: 3%; F: -7%; G: 21%

CCNC(=O)NC(=O)C(C)OC(=O)c1ccc(SC)cc1OC (stereo not given)
  A: 29; B: ?; C: 6%; D: 52%; E: -1%; F: 8%; G: 2%

CC(=O)N1CCN(c2ccccc2NC(=O)COc2ccc(Br)cc2)CC1
  A: -31; B: -14%; C: 0%; D: 123%[activator]; E: 7%; F: -1%; G: -3%

CCCCN(C(=O)CC1CCCCC1)c1c(N)n(CCCC)c(=O)[nH]c1=O
  A: 56; B: /; C: /; D: /; E: -6%; F: /; G: 12%

CCOC(=O)c1[nH]cnc1C(=O)Nc1ccccc1
  A: -39; B: 1%; C: 0%; D: 0%; E: 2%; F: 7%; G: 100%[activator]

Cc1ccc(-c2nnc(Nc3cccc(Cl)c3)c3ccccc23)cc1S(=O)(=O)NCC1CCCO1 (stereo not given)
  A: -65*; B: -7%; C: -35%; D: /; E: 2%; F: /; G: /

CCC(C)[C@H](NC(=O)NCCC1=CCCCC1)C(=O)O (stereo not given in full)
  A: ?; B: -6%; C: -2%; D: -8%; E: -1%; F: 5%; G: -8%

Cc1ccc(C)c(NC(=O)CSc2nnc(-c3cc(C)[nH]n3)n2N)c1
  A: -19; B: 1%; C: 6%; D: 5%; E: 1%; F: 0%; G: 10%

Cc1cc(N)n2nc(C)c(-c3ccc(Cl)cc3)c2n1
  A: -32; B: -1%; C: 7%; D: -2%; E: 5%; F: 0%; G: -8%

Cn1c(=O)c2c(-c3ccccc3)n(-c3ccccc3Br)cc2n(C)c1=O
  A: -10; B: /; C: /; D: /; E: 7%; F: /; G: 12%

CC(=O)c1cnc(N(C)C)s1
  A: -27; B: -4%; C: -5%; D: -13%; E: 2%; F: -2%; G: 12%

CC(=O)CC(C)(C)S(=O)(=O)c1ccc(NC(C)=O)cc1
  A: 16; B: ?; C: -25%; D: -5%; E: 1%; F: -2%; G: 3%

O=C(NC(=O)c1ccccc1N1CCCCC1)Nc1ccc(Br)cc1
  A: -7; B: 0%; C: -10%; D: -10%; E: -13%; F: 4%; G: -3%

COc1ccc(NC(=O)NCCN2CCN(c3ccc(C)cc3)CC2)c(Cl)c1
  A: 15; B: ?; C: 10%; D: 1%; E: -2%; F: -10%; G: 0%

N#C/C(=C(/O)COc1ccc(Br)cc1)c1nnc2n1CCCCC2
  A: -33; B: ?; C: -8%; D: -24%[11.4 µM]; E: -7%; F: 3%; G: 90%[activator]

CCOC(=O)[C@]12CCCC=C1N(Cc1ccc(Cl)cc1Cl)C(=O)[C@H](CC(=O)N1CCCCC1)C2
  A: -23; B: /; C: /; D: /; E: 5%; F: /; G: 0%

COCC(=O)c1[nH]c2ccccc2c1C
  A: 36; B: -13%; C: ?; D: -17%; E: -8%; F: 2%; G: -3%

COC(=O)c1ccc(Cl)c(NC(=O)CN(c2ccccc2)S(=O)(=O)c2ccc(OC)cc2)c1
  A: ?; B: -10%; C: 2%; D: 7%; E: -7%; F: -1%; G: -26%

CCOc1ccc(C(=O)NCC(=O)OCC(=O)Nc2ccccc2OC)cc1
  A: -2; B: -6%; C: -11%; D: -29%; E: 0%; F: 3%; G: 0%
